Compound activity deposited in PubChem by several laboratories.
SUMO HTRF inh: SUMOylation inhibition. P63279. HTRF SUMOylation assay, SAE1/SAE2 + UBC9, in vitro. inhibition, % at 35 µM. 290,000 compounds, 0.36% hits. AID 2006; in the data active = inhibition above about 50%, passing the limit was not always enough; inconclusive = no clear call, values can overlap the other calls; note: strong numbers were not always called active
FID counter: displaces DNA intercalator in HCV helicase counter-screen; DNA fluorescent intercalator displacement, fluorescence; inhibition, % at 7.9 µM; 290,000 compounds, 0.17% hits; AID 1845; in the data active = inhibition above about 37%;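 note: 0% = vehicle and 100% = reference compound; higher means more ethidium bromide displaced from hairpin DNA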
NS3 helicase inh: HCV NS3 helicase inhibition; NS3 helicase DNA unwinding, Cy5 molecular beacon fluorescence; inhibition, % at 10.9 µM; 290,000 compounds, 0.56% hits; AID 1800;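 active = inhibition above the mean of all tested compounds plus 3 SD, set per campaign, cut at about 35% in these data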;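 note: 0% = DMSO wells and 100% = thioflavine S control wells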
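Assay system: hepatitis C virus NS3 helicase domain fragment enzyme. Also added: annealed dual-labelled DNA beacon duplex, ATP-started. Timing: 1 h reaction at 25 °C, ATP-initiated. Technique: Cy5 fluorescence at 0 and 60 min, beacon hairpin quenching. Evaluation: % inhibition of unwinding. Replication: one well per compound.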
M18AAP inhibitor: PfM18AAP enzyme inhibition; recombinant PfM18AAP, H-Glu-NHMec fluorogenic cleavage; 290,000 compounds, 1.2% hits; inhibition, % at 7.35 µM; AID 1822;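 active = inhibition above the campaign mean inhibition over all tested compounds plus 3 SD, cut at about 28% in these data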;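 note: 0% = plate median of test compound wells and 100% = 2 mM ZnCl2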
p-CIP stab down: lowers stability of the mouse p/CIP coactivator protein; Q05BA5; F442A p/CIP-EGFP cells, EGFP fluorescence, 16 h; decrease of EGFP signal, % at 10 µM; 290,000 compounds, 0.01% hits;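 active = EGFP signal decrease of at least 30% at 10 µM or well 3 SD below plate mean, unless failing retest; inactive = the rest, including hits failing retest or dose response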; note: some compounds called inactive have numbers as strong as hits; many of its hits are not listed in these tables
Target sequence (Q05BA5 1-1403): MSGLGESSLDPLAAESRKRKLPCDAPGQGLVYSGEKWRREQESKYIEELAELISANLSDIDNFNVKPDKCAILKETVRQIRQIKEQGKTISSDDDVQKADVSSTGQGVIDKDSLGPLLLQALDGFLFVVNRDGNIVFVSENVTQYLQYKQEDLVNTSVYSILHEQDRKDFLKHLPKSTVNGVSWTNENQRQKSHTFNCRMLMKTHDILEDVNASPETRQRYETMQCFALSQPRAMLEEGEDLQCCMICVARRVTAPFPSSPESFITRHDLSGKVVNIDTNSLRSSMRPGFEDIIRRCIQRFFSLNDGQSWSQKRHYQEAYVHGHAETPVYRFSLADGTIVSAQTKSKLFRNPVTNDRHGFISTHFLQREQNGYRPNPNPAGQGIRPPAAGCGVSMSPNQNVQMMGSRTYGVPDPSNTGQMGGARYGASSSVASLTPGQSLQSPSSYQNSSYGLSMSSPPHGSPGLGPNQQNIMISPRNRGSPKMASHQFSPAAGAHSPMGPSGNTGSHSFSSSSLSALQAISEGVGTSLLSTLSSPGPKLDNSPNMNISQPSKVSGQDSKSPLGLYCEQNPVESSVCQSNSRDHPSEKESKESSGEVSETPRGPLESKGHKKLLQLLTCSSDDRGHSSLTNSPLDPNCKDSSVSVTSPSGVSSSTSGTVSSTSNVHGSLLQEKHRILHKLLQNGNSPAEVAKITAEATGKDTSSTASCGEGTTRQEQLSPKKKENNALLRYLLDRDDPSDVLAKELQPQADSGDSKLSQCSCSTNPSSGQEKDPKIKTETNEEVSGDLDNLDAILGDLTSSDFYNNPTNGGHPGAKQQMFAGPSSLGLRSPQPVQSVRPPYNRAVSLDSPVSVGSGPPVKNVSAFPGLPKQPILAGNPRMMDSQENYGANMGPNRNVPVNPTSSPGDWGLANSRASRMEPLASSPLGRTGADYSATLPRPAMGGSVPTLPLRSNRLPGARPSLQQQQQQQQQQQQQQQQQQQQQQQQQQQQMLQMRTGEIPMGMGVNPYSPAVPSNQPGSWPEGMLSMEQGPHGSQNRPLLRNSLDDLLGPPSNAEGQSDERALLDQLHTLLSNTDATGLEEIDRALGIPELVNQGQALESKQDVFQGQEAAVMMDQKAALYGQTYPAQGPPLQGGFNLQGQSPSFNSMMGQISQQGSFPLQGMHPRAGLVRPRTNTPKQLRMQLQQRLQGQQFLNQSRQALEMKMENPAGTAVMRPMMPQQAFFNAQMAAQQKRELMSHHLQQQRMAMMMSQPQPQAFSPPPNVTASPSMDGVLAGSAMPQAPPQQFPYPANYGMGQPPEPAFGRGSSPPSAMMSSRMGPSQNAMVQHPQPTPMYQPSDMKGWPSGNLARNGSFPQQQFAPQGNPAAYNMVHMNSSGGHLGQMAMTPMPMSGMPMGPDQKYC
IDE cell activ: boosts human insulin-degrading enzyme activity in HEK cells; P14735; FAbeta-B cleavage, fluorescence polarization; 0% vehicle, 100% cell-free pure enzyme wells; activation, % at 5.96 µM; 340,000 compounds, 0.073% hits; AID 493087;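 active = activation above the mean of all tested compounds plus 3 SD, set per screening campaign, cut at about 17% in these data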
VIM-2 inh: blocks Pseudomonas aeruginosa VIM-2 metallo-beta-lactamase; purified VIM-2, nitrocefin hydrolysis, epi-absorbance fluorescence; inhibition, % at 5.6 µM; 290,000 compounds, 0.89% hits; AID 1527;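 active = inhibition above the mean of all tested compounds plus 3 SD, cutoff set per screening run, cut at about 7.5% in these data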;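 note: red hydrolysis product quenches plate fluorescence so inhibitors raise well fluorescence; 0% = enzyme with DMSO and 100% = DMSO without enzyme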
IMP-1 inh: inhibitors of Pseudomonas aeruginosa IMP-1 metallo-beta-lactamase; AID 1556; inhibition, % at 5.6 µM; 290,000 compounds, 0.45% hits; purified IMP-1, nitrocefin hydrolysis, epi-absorbance fluorescence;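 active = inhibition above the mean plus 3 SD of all compounds in the same screening run, cut at about 4.5% in these data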;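 note: 0% = IMP-1 with DMSO and 100% = DMSO wells lacking enzyme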
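System: Purified IMP-1 | Read-out basis: Percent enzyme inhibition | Controls: IMP-1 with DMSO as 0%, enzyme-free DMSO as 100% | Replicates: One well per compound | Doses: 5.6 µM nominal single concentration | Detection: Epi-absorbance fluorescence, 480 nm excitation, 530 nm emission | Incubation: 25 °C, 15 min preincubation, 25 min reaction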
IDE cell inh: inhibits human insulin-degrading enzyme in HEK cells | P14735 | AID 434962 | 320,000 compounds, 0.41% hits | inhibition, % at 5.59 µM | FAbetaB cleavage, fluorescence polarization;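 active = percent inhibition above the average of all tested compounds plus 3 SD, set per screening campaign, cut at about 16% in these data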;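 note: IDE supplied by intact live HEK cells; FP after avidin binding of uncleaved biotin substrate so inhibition keeps polarization high; 0% = DMSO wells and 100% = 60 µM reference IDE inhibitor Ii1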
* = called active by the depositor; ? = inconclusive; nt = not tested or not shown.

SMILES	SUMO HTRF inh	FID counter	NS3 helicase inh	M18AAP inhibitor	p-CIP stab down	IDE cell activ	VIM-2 inh	IMP-1 inh	IDE cell inh
OCC1(Cc2ccccc2)CCN(C2CCN(c3ccc(F)c(F)c3)CC2)CC1	2	13	-24	0	-7	-1	-1.2	-2.4	10
Cc1cccc(C)c1OCCN1CCCC1	4	3	12	2	-2	-2	-2.2	-1.9	3
CCCC(=O)NCCc1nc2ccccc2n1CC(=O)c1ccccc1	1	-25	0	0	-11	-7	-2.6	-1.9	-2
Cc1ccc2n(n1)c(=O)c(Cc1ccccc1)c([O-])[n+]2-c1ccccc1	20	3	7	-2	-1	0	-0.4	-2.2	1
CCOc1ccc(N(CC(=O)Nc2ccc(C)c(C)c2)S(=O)(=O)c2c(C)[nH]c(=O)[nH]c2=O)cc1	-9	-34	4	-4	-7	-2	-5.2	-1.9	9
COc1ccc(/C=C/CN2CCC(CO)(Cc3ccccc3Cl)CC2)cc1	12	16	-54	-2	-9	8	-1.1	-2.2	-2
O=C1c2ccccc2S(=O)(=O)N1Cc1cc(=O)n2ccsc2n1	-4	-1	-4	-4	-8	0	-1.6	-1.6	2
CN(C)Cc1c(C(=O)N/N=C/c2ccco2)nnn1-c1nonc1N	2	-6	4	10	-4	1	-0.7	-3.8	5
CCC(=O)N1CCN(c2ccc(NC(=O)COc3ccccc3[N+](=O)[O-])cc2)CC1	8	-6	1	0	-1	-3	-4.2	-2.9	0
O=S(=O)(c1ccc(OC(F)(F)F)cc1)N1CCCC(c2ccccc2)C1 (stereo unspecified)	10	-23	0	2	-12	2	-2.7	-2.2	-1
O=C1CC(/C=C/c2ccccc2)(C(=O)NC2CCCC2)N1c1ccc(S(=O)(=O)N2CCCC2)cc1 (stereo unspecified)	-15	-1	-1	-3	-12	7	-1.7	-1.8	11
CC(C)CC(=O)N1CCN(c2ccc([N+](=O)[O-])cc2Cl)CC1	-5	-9	-3	-3	-5	3	-0.8	-2.1	1
Cc1ccc(CNC(=O)c2cccnc2Cl)cc1	10	2	-9	-10	-5	3	-1.5	-2.3	3
O=C(O)/C=C\C(=O)Nc1cccc(NC(=O)c2ccccc2)c1	0	-1	-6	7	6	6	-2.7	-3.0	1
Cc1ccc(NS(=O)(=O)c2cccc([N+](=O)[O-])c2)nc1	16	3	8	-4	-3	-4	-3.1	-0.8	0
O=C(NCc1ccco1)c1ccc(N2CCCCC2)c([N+](=O)[O-])c1	22	-7	50*	1	-1	2	-0.4	-1.8	-3
COc1ccc(Br)cc1-c1noc(-c2ccccc2F)n1	6	1	-2	1	0	3	-4.1	-2.7	4
CC(C)c1nc2sc3c(NCc4ccccc4)ncnc3c2c2c1COC(C)(C)C2	-8	0	-5	8	-2	-4	-1.9	-2.0	0
CC(C)CC1=NN(C(=O)c2ccco2)C(O)(C(F)(F)F)C1 (stereo unspecified)	19	-8	8	-1	1	4	-1.7	-0.9	0
COc1ccc(CN(CC(=O)NCC2CCCO2)C(=O)CCC(=O)Nc2cc(C)on2)cc1 (stereo unspecified)	-22	-22	-2	-4	1	1	-1.6	-2.5	3
O=C(Nc1cccc2cccnc12)c1cc(F)c(F)cc1Cl	-2	-21	0	-12	-4	4	0.6	-2.3	0
O=C(NCCCn1ccnc1)c1nn2c(C(F)(F)F)cc(-c3ccccc3)nc2c1Cl	15	3	-7	7	0	0	27*	-3.4	1
C=CCNC(=O)C1CCN(c2nc(C)cc(-c3ccccc3)n2)CC1	16	-28	-5	-3	9	4	-2.8	-4.4	-1
CCOc1ccc(OCCC(=O)N2CCc3cc(OC)c(OC)cc3C2)cc1	-1	-56	12	9	-17	2	-1.9	-0.4	6
COCCCNC(=O)c1cc(Sc2ccc(F)cc2)nc2ccccc12	-4	-19	-17	-9	-7	0	0.9	-3.2	3
O=C(NC1CCN(Cc2ccccc2)CC1)c1ccc(CS(=O)c2ccc(F)cc2)o1 (stereo unspecified)	5	5	-2	-1	-10	0	-1.5	-1.2	-1
N#Cc1cc([N+](=O)[O-])ccc1N1CCCC1	6	3	13	-2	-8	-1	-1.4	-1.0	2
O=C(CSc1nnc(CNC(=O)c2c(F)cccc2Cl)o1)Nc1ccccc1	10	-7	-13	-5	-2	5	-2.8	-2.3	3
Cc1ccc(CN(C(=O)c2ccco2)C2CCS(=O)(=O)C2)cc1 (stereo unspecified)	12	-12	5	-1	-7	4	-2.0	-2.6	5
Cc1nn(-c2cccc([N+](=O)[O-])c2)c(N)c1-c1ccccc1	-14	-7	1	1	3	6	-0.4	-0.2	4
Cc1ccc(NS(=O)(=O)c2ccc(C(C)(C)C)cc2)cn1	13	-29	5	6	2	0	-1.6	-3.2	-2
Cc1c(-c2ccccc2)oc2c(C(=O)N3CCN(c4ccc([N+](=O)[O-])cc4)CC3)cccc2c1=O	9	8	-2	1	-12	-3	-0.8	-2.2	6
CC1CCCN(Cc2nc3c(c(=O)n(C)c(=O)n3C)n2CCCc2ccccc2)C1 (stereo unspecified)	1	-23	2	2	-17	2	-1.5	-2.9	-3
CN(Cc1ccccc1)C(=O)CSc1n[nH]c(N)n1	2	-9	5	-6	-12	4	-3.3	-3.2	4
Cc1sc2ncnc(N3CCC(C(=O)N(C)CC(=O)Nc4ccccc4Cl)CC3)c2c1C	10	-32	-15	-3	-11	3	-1.1	-2.6	3
CCc1ccc(NC(=O)CSc2nnc(-c3cnccn3)n2C)cc1	4	-26	-9	2	-14	-5	-3.8	-4.3	8

Structures shown so far containing a thiophene ring, fused or not (two):
SMILES	SUMO HTRF inh	FID counter	NS3 helicase inh	M18AAP inhibitor	p-CIP stab down	IDE cell activ	VIM-2 inh	IMP-1 inh	IDE cell inh
CC(C)c1nc2sc3c(NCc4ccccc4)ncnc3c2c2c1COC(C)(C)C2	-8	0	-5	8	-2	-4	-1.9	-2.0	0
Cc1sc2ncnc(N3CCC(C(=O)N(C)CC(=O)Nc4ccccc4Cl)CC3)c2c1C	10	-32	-15	-3	-11	3	-1.1	-2.6	3

(next part)
SMILES	SUMO HTRF inh	FID counter	NS3 helicase inh	M18AAP inhibitor	p-CIP stab down	IDE cell activ	VIM-2 inh	IMP-1 inh	IDE cell inh
Cc1c(C#N)c(O)n(CCO)c(=O)c1N=Nc1ccc2c(c1)COC2=O	-5	-3	6	13	-18	6	2.3	-6.1	1
CCOC(=O)/C(C#N)=C/c1cn(CCC(=O)O)nc1-c1ccc(Br)cc1	14	-29	12	4	-4	6	-2.2	-2.0	0
CN(C)CCCOC(=O)c1ccc(Br)cc1	-2	-4	-12	-8	5	-2	0.5	-2.1	1
COC(=O)CC(NC(=O)c1cccs1)c1ccc(OC)c(OC)c1 (stereo unspecified)	3	-5	-1	2	-9	9	-4.0	-1.9	6
COc1ccc(NC(=O)c2cccnc2)cc1	16	-6	-1	2	-6	6	-0.4	-0.6	-2
COc1nc(OC)nc(N2CCC(C(=O)Nc3cccc4ccccc34)CC2)n1	-4	-2	6	-3	-16	2	-1.4	-3.0	-11
COc1cccc(NC(=O)c2ccc3snnc3c2)c1	17	-2	0	-6	0	1	-1.9	-4.5	8
Cc1ccc(NC(=O)NCc2cccnc2)cc1C	0	-2	5	-13	-16	5	0.7	-0.3	-4
CCOc1ccc(C(=O)NCC(=O)OCC(=O)Nc2ccccc2OCC)cc1	4	-18	-1	14	8	-1	-1.1	-4.7	1
O=C(CN(C(=O)CNS(=O)(=O)c1ccccc1)C1CCCC1)NCC1CCCO1 (stereo unspecified)	16	-3	-1	-4	-9	2	-2.6	0.5	-2
CCc1cc(=O)oc2c(C)c(OCC(=O)NCc3ccccn3)ccc12	-6	-13	0	0	4	4	0.8	-3.1	-1
COCc1ccc(C(=O)N2CCCC(CNC(=O)c3ccc(F)cc3)C2)o1 (stereo unspecified)	-6	-12	8	-6	1	2	-0.4	-2.1	8
COc1cccc2c1CCC(NC(C)=O)C2=O (stereo unspecified)	26	-2	-2	11	4	-2	0.8	-0.8	-2
Cc1nc2c(cnn2-c2ccc(Cl)cc2)c(=O)n1-c1ccc(N2CCC(C)CC2)cc1	-6	-6	24	5	-8	nt	-2.6	-3.4	nt
CN(CCOc1ccc(Br)cc1)C(=O)CNC(=O)c1ccc2ccccc2c1	4	-24	-4	6	-4	-6	-3.8	-2.5	9
N#Cc1c(-c2ccccc2)ccnc1N1CCOCC1	17	-8	-7	5	-8	-14	-1.3	-3.4	4
O=[N+]([O-])c1ccc(N2CCN(S(=O)(=O)c3ccc(Cl)c(Cl)c3)CC2)cc1NCCN1CCOCC1	-9	2	-4	3	-8	4	-3.1	-2.5	-5
COc1ccc(CNC(=O)CCc2cc(OC)c(OC)c(OC)c2)cc1	6	-6	0	-1	-6	2	-3.4	-3.2	-2
c1csc(CNc2nc3ccccc3n2CCN2CCOCC2)c1	3	-1	0	0	-1	7	-1.5	2.5	3
CC(=O)NC(Cc1ccc(F)cc1)C(=O)NC1CCN(c2ncccc2[N+](=O)[O-])CC1 (stereo unspecified)	-1	1	-8	5	-7	3	-1.5	-3.6	3
O=[N+]([O-])c1ccc(N=NN(CCO)CCO)cc1	11	-3	5	-8	-16	7	0.2	-0.5	3
COc1ccc(-c2n[nH]c(=S)n2CC(C)C)cc1	8	-10	1	4	2	-2	1.5	4.1	3
O=C(CSc1ccc(F)cc1)NC1CCCCC1	12	-3	16	-14	0	-2	0.8	1.9	-6
CCOC(=O)c1sc2ccccc2c1OC(=O)c1ccc(C)cc1	-1	4	-1	10	6	0	-2.8	-2.0	-1
COc1ccc(-c2cc(C(=O)Nc3sc4c(c3C#N)CCCC4)c3ccccc3n2)cc1	32	-2	0	0	-9	1	-0.7	-4.6	1
CC(NC(N)=O)C(=O)Nc1ccc(Cl)c(S(=O)(=O)Nc2ccc(Br)cc2)c1 (stereo unspecified)	-11	-6	3	-1	8	1	-4.0	-0.8	-6
COc1ccc(C(=O)CC(=O)C(=O)Nc2ccc(OC)c(Cl)c2)cc1	-2	-18	33	-8	-2	0	-1.7	-1.5	0
Cc1cccc(C)c1NC(=S)N(CCN(C)C)Cc1cccs1	4	0	8	-1	-1	7	-1.1	-0.9	-5
CCOc1ccc(S(=O)(=O)N2CCCC(C(=O)N3CCOCC3)C2)cc1 (stereo unspecified)	23	-17	3	-4	-15	-4	-0.7	-0.5	-4
Cc1cc(C)c(OCC(=O)Nc2ccc3c(c2)OCO3)cc1C	-8	-2	-3	1	-27	4	-1.1	-0.9	-3
CC(C(=O)Nc1cc([N+](=O)[O-])ccc1Cl)N1CCN(c2ccccc2O)CC1 (stereo unspecified)	8	-14	-2	8	0	2	-2.6	-4.6	-5
COc1ccc(N(CC(=O)N2CCc3ccccc3C2)S(=O)(=O)c2c(C)[nH]c(=O)[nH]c2=O)cc1	20	-28	6	-8	-13	-1	-4.8	-3.3	2
Cc1ccc(C(=O)c2c[nH]cc2-c2ccccc2)cc1	-44	-6	-3	10	-3	-3	-2.6	-6.1	0
COc1ccc(-c2cc3ccc(OCC(=O)NCC4CCC(C(=O)O)CC4)cc3oc2=O)cc1 (stereo unspecified)	?	-38	-4	4	-5	1	-1.2	-3.0	10
